Screening results as filed in PubChem BioAssay.
KCNH2 3.1 block: qHTS for Inhibitors of KCHN2 3.1: Mutant qHTS | U2OS KCNH2 3.1, thallium flux FluxOr; active compounds read low | 340,000 tested, 0.95% active | activity change, % (tested at about 1.8 µM) | Potassium voltage-gated channel subfamily H member 2, brain isoform KCNH2 3.1 (human);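 active means maximum activity change below -70%; inconclusive means maximum activity change from -70% to -50%; inactive means maximum activity change above -50%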;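 further: thallium influx rate constant from kinetic fluorescence after stimulation buffer; on the % scale 0 is the no-effect control and ±100 the full control effect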
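Channel expression came from 3.1 mutant virus (1.77 x 10^8 /mL) applied to suspended U2OS cells for 4 h. Flux was tracked with FluxOr dye plus Red40 quencher, and kinetic rate constants normalized to controls.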
KCNH2 WT inh: qHTS for Inhibitors of KCHN2 3.1: Wildtype qHTS | Voltage-gated inwardly rectifying potassium channel KCNH2 (Homo sapiens), Q12809 | U2OS, BacMam KCNH2, thallium flux FluxOr; active compounds read low | activity change, % at 1.84 µM | 340,000 tested, 0.37% active | AID 720551, 2013;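 active means maximum activity change below -70%; inconclusive means maximum activity change between -70% and -50%; inactive means maximum activity change above -50%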; further: on the % scale 0 is the no-effect control and ±100 the full control effect
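U2OS cells transduced with wild-type KCNH2 virus are loaded with FluxOr dye for 45 min, and thallium flux is measured in kinetic reads before and after stimulation buffer. Rate constants are normalized to DMSO controls.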
USP2a block: qHTS Assay for Inhibitors of Ubiquitin-specific Protease USP2a Using CHOP2 as the Reporter; USP2 core, Ub-CHOP2 coupled fluorogenic reporter, 485/531; Potency, µM (titrated, usually from 38.3 µM), inactives show at the top dose activity change, negative = inhibition, actives largely listed as inhibitors; 330,000 tested, 0.01% active; AID 463254, 2010;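 further: potency means the concentration at half of the fitted maximal effect; plate controls were DMSO wells for no effect and full inhibition by NEM control for full effect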
Target sequence (O75604 whole entry, looked up): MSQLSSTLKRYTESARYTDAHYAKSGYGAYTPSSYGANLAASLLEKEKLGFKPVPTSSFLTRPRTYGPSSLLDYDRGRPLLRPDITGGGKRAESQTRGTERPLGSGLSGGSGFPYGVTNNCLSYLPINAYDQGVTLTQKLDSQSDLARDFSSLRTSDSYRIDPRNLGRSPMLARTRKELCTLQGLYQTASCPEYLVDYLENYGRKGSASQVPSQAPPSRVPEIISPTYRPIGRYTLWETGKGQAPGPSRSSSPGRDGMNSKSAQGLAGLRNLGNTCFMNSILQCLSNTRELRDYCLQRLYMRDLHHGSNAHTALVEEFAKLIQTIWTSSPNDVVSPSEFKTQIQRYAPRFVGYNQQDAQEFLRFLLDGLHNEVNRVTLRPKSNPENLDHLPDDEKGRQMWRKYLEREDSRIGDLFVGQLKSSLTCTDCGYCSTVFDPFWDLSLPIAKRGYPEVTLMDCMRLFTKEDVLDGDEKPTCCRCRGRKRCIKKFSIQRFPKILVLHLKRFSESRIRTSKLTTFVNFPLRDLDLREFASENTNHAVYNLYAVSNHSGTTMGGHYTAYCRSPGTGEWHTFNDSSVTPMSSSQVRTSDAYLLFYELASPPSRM
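Deubiquitinase activity read as fluorescence (485/531 nm) after Ub-CHOP2 cleavage activates the enterokinase reporter on its substrate; USP2 core 10nM, Ub-CHOP2 and substrate 25nM each, 30min compound preincubation then 60min RT; data normalized to NEM, curves fitted.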
B2AR arrestin: qHTS assay of beta-arrestin-biased ligands of beta2-adrenergic receptor | beta-arrestin recruitment to beta2AR, cell-based reporter | Beta-2 adrenergic receptor (Homo sapiens), P07550 | Potency, µM (series often up to 46.1 µM), for the others: at the top dose activation, actives largely listed as activators | 330,000 tested, 0.02% active | AID 492947, 2010;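 further: potency means the concentration at half of the fitted maximal effect; 0% = DMSO controls and full agonism = EC100 isoproterenol or metaproterenol; nearly all actives have a fitted effect of over 65% in size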
Coupling enz: qHTS Assay for Inhibitors of Fructose-1,6-bisphosphate Aldolase from Giardia Lamblia: Coupling assay counterscreen | AID 2472, 2010 | coupling enzyme system counterscreen, AmpLite Red fluorescence | activity change, negative = inhibition, % at 58.2 µM, hits read low | 290,000 tested, 0.67% active; in the data active means activity change below about -30%; further: on the % scale 0 is the no-effect control and ±100 the full control effect
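Coupling enzymes only (glyceraldehyde-3-phosphate) + compound, at 57.5 uM final, 10 min RT; add substrate/coupling/AmpLite Red mix, 20 min RT; fluorescence ex 525/em 598 nm. Actives flag coupling-system interference.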
MLL CXXC-DNA inh: qHTS Fluorescence Polarization Assay for Inhibitors of MLL CXXC domain - DNA interaction. Histone-lysine N-methyltransferase 2A (Homo sapiens), Q03164. MLL-CXXC / FITC-HOXA9 DNA fluorescence polarization. Potency, µM (highest dose often 115 µM), for inactives: at the highest dose activity change, negative = inhibition, most hits filed as inhibitors. 290,000 tested, 0.037% active; active means well fitted inhibition curve with a large enough effect in the polarisation, with a control signal flat, not every such curve was filed as active; inconclusive means small, poorly fitted or top-dose-only effect, or effect the other way, or a change in a side signal; inactive means no such curve, though single readings can be large or run the other way; the % refers to the polarisation; further: potency means the concentration at half of the fitted maximal effect
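Steps: dispense CXXC domain solution (7 uM) → pin compounds or unlabeled HOX-A9 DNA control → 5 min ambient → add FLSN-HOX-A9 solution (50 nM) → spin → 30 min ambient → fluorescence polarization. Tris pH 7.5/NaCl/DTT/BSA buffer.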
Giardia killer: Small Molecules that selectively kill Giardia lamblia: qHTS; Giardia lamblia trophozoite viability; activity change, % at 7.66 µM, hits read low; 340,000 tested, 0.15% active; AID 540267, 2011; in the data active means activity change below about -80%; inconclusive means between about -30% and that limit;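 further: parasites exposed to compound for two days anaerobically before the ATP read; on the % scale 0 is the no-effect control and ±100 the full control effect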
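Media and compound were dispensed first, then trophozoites at 100 cells/well; plates sat 48 hrs at 37 deg C without oxygen before ATP luminescence reagent was added and read after 15-30 min at room temperature.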
Menin MLL FP TR: qHTS Assay for Inhibitors Targeting the Menin-MLL Interaction in MLL Related Leukemias: Competition With Texas Red Labeled MLL-derived Mutant Peptide; O00255; Menin + Texas Red MLL mutant peptide, fluorescence polarization; Potency, µM (series often up to 61.6 µM), inactives show at the top dose FP activity change, negative = inhibition, actives largely listed as inhibitors; 270,000 tested, 0.23% active; AID 1768, 2009; active means well fitted inhibition curve with a large enough effect in the polarisation, with a control signal flat, not every such curve was filed as active; inconclusive means small, poorly fitted or top-dose-only effect, or effect the other way, or a change in a side signal; inactive means no such curve, though single readings can be large or run the other way; the % refers to the polarisation; further: potency means the concentration at half of the fitted maximal effect; % of control where 0% means no effect; many of its hits are not listed in these tables
GALK inh: qHTS Assay for Inhibitors of Human Galactokinase (GALK); Potency, µM (highest dose often 57.5 µM), for inactives: at the top dose activity change, negative = inhibition, actives largely listed as inhibitors; 270,000 tested, 0.007% active; Purified GALK, Kinase-Glo residual ATP luminescence; AID 1868, 2009; P51570; further: potency means the concentration at half of the fitted maximal effect; on the % scale 0 is the no-effect control and ±100 the full control effect
Target sequence (P51570 whole entry, looked up): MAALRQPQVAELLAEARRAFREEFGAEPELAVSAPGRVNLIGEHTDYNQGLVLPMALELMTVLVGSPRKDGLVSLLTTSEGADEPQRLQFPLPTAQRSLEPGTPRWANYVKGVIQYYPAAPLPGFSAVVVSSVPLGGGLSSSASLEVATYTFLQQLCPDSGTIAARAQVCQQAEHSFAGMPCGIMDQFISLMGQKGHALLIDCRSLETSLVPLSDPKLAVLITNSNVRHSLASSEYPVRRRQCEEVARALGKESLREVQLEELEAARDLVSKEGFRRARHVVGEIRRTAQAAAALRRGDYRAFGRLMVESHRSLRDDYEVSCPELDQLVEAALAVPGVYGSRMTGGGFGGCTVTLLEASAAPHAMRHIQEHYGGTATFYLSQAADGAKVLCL
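Quantitative HTS: GALK 5 nM, ATP 35 uM, galactose 100 uM, 1 h room temperature, then luciferase-based ATP detection.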
TRPV1 agonist: HTS Assay for Compounds that Act as Agonists of the Vanilloid Receptor 1; Transient receptor potential cation channel subfamily V member 1 (Homo sapiens), Q8NER1; TRPV1-expressing cells, Fluo-8 calcium influx, agonist mode; activation, % at 8.33 µM; 320,000 tested, 0.19% active; in the data active means activation above about 80%; inconclusive means between about 30% and that limit; further: 0% is about no effect
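Cells expressing TRPV1 were dye-loaded with Fluo-8 and read kinetically: 10 s baseline, 3 min after compound (agonist portion), then 2 min after EC20 capsaicin (allosteric enhancer portion). Calcium-bound dye fluorescence at 480/520 nm.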
PKM2 act: qHTS Assay for Activators of Human Muscle isoform 2 Pyruvate Kinase. Pyruvate kinase PKM (Homo sapiens), P14618. purified PKM2, Kinase-Glo ATP luminescence, activation; response scale: 0% is enzyme alone, no compound. Potency, µM (doses to about 57.5 µM), without a hit: top-dose activation, usual class: activators. 260,000 tested, 0.34% active; further: potency means the concentration at half of the fitted maximal effect; on the % scale 0 is the no-effect control and ±100 the full control effect; nearly all actives have a fitted effect of over 55% in size
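Kinase-Glo luminescence reports ATP generated from ADP (0.1 mM) and PEP (0.5 mM) by purified hPK-M2 after 1 h at room temperature, pH 7.2 imidazole buffer; intermediate enzyme activity allows detecting inhibitors and activators.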
* marks the source's active call; other numbers are inactive results; u = inconclusive; x = no result given; [ ] = dose if it differs, or a comment. Unless noted, the call rests on the fitted dose curve; in most records, active means well fitted curve in the direction sought with a large enough effect; inconclusive means small, poorly fitted or top-dose-only effect, or another doubt; inactive means no such curve, though single readings can be large; an effect the other way counts as inactive or inconclusive. Only part of the results is shown; rates above refer to the full screens.

Values run as follows: B2AR arrestin	KCNH2 WT inh	PKM2 act	KCNH2 3.1 block	USP2a block	MLL CXXC-DNA inh	TRPV1 agonist	Menin MLL FP TR	GALK inh	Coupling enz	Giardia killer
> Oc1ccc2ccccc2c1C=NCc1cn2ccsc2n1
 : 0.3%	-12	-5%	2	-2%	3%	28	2%	1%	-35*	-3
> O=C(c1ccc(F)cc1)N1CCN(c2ccccn2)CC1
 : -0.1%	8	3%	-5	1%	3%	3	18%	-2%	0	4
> O=C(Nc1ccc(Br)cc1Br)C1CC(=O)N(Cc2ccccc2)C1 (stereo not given)
 : -0.1%	-5	3%	2	-1%	3%	17	x	1%	x	5
> CCC(C)N(C(=O)Cn1nc(C)c([N+](=O)[O-])c1C)C1CCS(=O)(=O)C1 (stereo not given)
 : 0.4%	13	x	2	-1%	x	4	x	x	x	5
> COc1ccc(CNC(=O)CCC(=O)N2CC(C)Oc3ccccc32)cc1 (stereo not given)
 : 4.6%	-1	0%	34	2%	x	5	2%	x	3	12
> CCC1CCCCN1CCCNC(=O)c1ccc2c(c1)NC(=O)CN2C (stereo not given)
 : -0.8%	0	x	-3	2%	17%	0	x	-5%	x	7
> O=C(COC(=O)C1CC1)NCc1ccc(Cl)cc1Cl
 : -0.5%	-8	x	-32	0%	x	x	x	x	x	22
> CSCCC(NC(=O)c1ccc(Cl)cc1)C(=O)OCC(=O)Nc1ccc(C#N)cc1 (stereo not given)
 : -0.3%	-3	1%	u	6%	1%	1	u	0%	-1	9
> C=CCNC(=O)N1CCC(c2nc3ccccc3s2)CC1
 : 0.3%	3	x	0	-1%	3%	9	-15%	3%	2	-2
> COc1ccc(-n2nnnc2SCC(=O)Nc2nnc(C)s2)cc1OC
 : -0.6%	-3	2%	-5	0%	5%	2	-3%	7%	4	0
> Cc1cc(C)c(S(=O)(=O)NCCc2cc3ccc(C)c(C)c3[nH]c2=O)c(C)c1
 : -0.7%	-4	23%	-12	3%	14%	-1	2%	-2%	-1	-22
> CCOc1ccccc1Oc1c(C)oc2cc(OC(=O)N3CCOCC3)ccc2c1=O
 : -0.2%	44	u	10	4%	-10%	x	-7%[11.7 µM]	2%	2	-8
> Cc1ccc(S(=O)(=O)/N=C(/Nc2ccc(F)cc2F)c2ccc(F)cc2)cc1
 : 0.0%	2	x	-8	3%	-2%	13	x	5%	x	3
> CCCCNC(=O)c1cn(CC)c2cc(N3CCN(C(=O)c4ccco4)CC3)c(F)cc2c1=O
 : -0.1%	11	x	-16	2%	-1%	2	-14%	-1%	-1	22
> O=C(Nc1ccccc1)c1ccc(NCCN2C(=O)CCC2=O)c([N+](=O)[O-])c1
 : -0.1%	0	0%	24	-2%	27%	0	u	-1%	0	6
> Clc1ccc(/C=N\Nc2ccccc2)cc1
 : 0.0%	2	5%	8	9%	-6%	8	x	1%	0	22
> CCc1ccc(NC(=O)N2CCC(c3ccccc3)C2)cc1 (stereo not given)
 : -0.7%	-8	-10%	11	-1%	14%	u	-4%	4%	-10	15
> CN(C(=O)c1ccccc1[N+](=O)[O-])c1ccccc1C(=O)NCc1ccccc1
 : 0.3%	2	-1%	-1	1%	4%	0	x	-6%	x	-1
> CC1(c2ccc(Cl)c(Cl)c2)NC(=S)N2C1NC(=S)N2c1ccccc1 (stereo not given)
 : 0.5%	-3	-3%	4	1%	8%	3	u	3%	-1	-1
> O=S(=O)(NCCNS(=O)(=O)c1cccs1)c1cccs1
 : -0.1%	7	20%	-24	1%	-1%	-1	8%	-1%	1	12
> O=C(CN1CCc2ccccc21)Nc1ccc2c(c1)OCO2
 : 0.3%	-7	1%	-1	0%	5%	5	u	-2%	-3	0
> CC1CN(c2nnc(-c3ccccc3)c3ccccc23)CC(C)O1 (stereo not given)
 : -0.1%	-3	-4%	16	0%	-3%	17	u	1%	0	-9
> CC1Sc2ccc(S(=O)(=O)NCCc3ccc(Cl)cc3)cc2NC1=O (stereo not given)
 : 0.5%	8	x	7	-6%	7%	u	18%	3%	-2	-3
> O=C(Nc1cccn(Cc2c(F)cccc2Cl)c1=O)NC1CCCCC1
 : -0.7%	0	1%	-8	1%	-5%	21	-11%	3%	-35*	2
> O=C(COC(=O)c1ccc(S(=O)(=O)N2CCCCC2)cc1)Nc1ccccc1Cl
 : -0.3%	-3	x	1	1%	x	13	x	x	x	-6
> Cc1ccc(N(C)C(=O)C2CCCN2S(=O)(=O)c2cccc3nsnc23)cc1 (stereo not given)
 : 0.0%	-1	8%	-1	-1%	-3%	16	x	x	5	-1
> COc1ccc(C(=O)Nc2ccc3nc(C)sc3c2)cc1OC
 : -0.2%	-13	-5%	6	3%	7%	3	2%	0%	2	-2
> CCCCCCn1c(C(C)O)nc2ccccc21 (stereo not given)
 : 0.2%	-6	-1%	11	1%	-7%	25	-21%	-3%	2	-3
> CCOc1ccccc1NC(=S)N(CCCN1CCOCC1)Cc1cn(C)c2ccccc12
 : -0.3%	23	2%	-2	5%	10%	-4	-6%	2%	1	12
> CCCC(=O)c1cc(F)c(N2CCN(CCC#N)CC2)cc1C
 : -1.1%	-1	-2%	1	2%	-1%	0	-3%	2%	2	u
> CCN(c1ccccc1)S(=O)(=O)c1ccc(C(=O)NCc2ccccn2)cc1
 : 2.7%	-14	x	8	1%	x	13	x	x	x	-1
> Cc1cc(Cl)c2oc(C(=O)N(C)CCCN3CCOCC3)c(C)c2c1
 : -0.6%	7	-2%	-1	1%	19%	1	u	3%	-2	-30
> Cc1ccn2c(CNCCCn3cccn3)c(C(=O)N3CCCCCC3)nc2c1
 : 0.1%	5	-5%	-11	0%	-1%	1	-23%	7%	2	-12
> C/C(=N/NC(=O)CNC(=O)c1ccc2c(c1)OCO2)c1ccc2c(c1)CCCC2
 : 0.0%	-6	-3%	10	-5%	3%	u	-1%	-3%	4	32[activator]
> COc1ccc(CCn2c(=N)c(C(=O)N3CCN(C)CC3)cc3c(=O)n4ccccc4nc32)cc1
 : -0.8%	11	-17%	4	3%	23%	x	-2%[11.7 µM]	0%	2	-1
> Cc1csc(=Nc2c(C)n(C)n(-c3ccccc3)c2=O)n1-c1ccccc1
 : -1.0%	-10	-1%	-4	2%	-5%	1	-18%	-2%	3	-3
> CC(C)(C)c1cc(C(=O)NNc2cc(C(F)(F)F)ccc2Cl)n(Cc2ccccc2)n1
 : -0.6%	-5	4%	9	0%	8%	x	x	6%	-1	11
> CCOC(=O)CCn1nc(-c2ccccc2)cc1N
 : -0.5%	-8	-2%	4	-1%	-3%	0	2%	0%	-1	-1
> C=CCNC(=S)NNC(=O)c1ccc2c(c1)OCO2
 : 0.4%	1	-15%	7	-2%	-15%	4	-1%	0%	3	-10
> CCOC(=O)c1cnc(-c2cccc(OC)c2)[nH]c1=O
 : 0.3%	0	-4%	4	2%	0%	-1	22%	1%	-33*	-15
> O=C(O)CCCCCCCCc1cn(CCc2c[nH]c3ccccc23)nn1
 : 0.4%	-3	2%	2	-1%	-13%	1	-14%	x	10	1
> CC(C)(C)Cc1nnc(NC(=O)c2cc(-c3ccccc3)nc3ccccc23)s1
 : -0.1%	-13	-18%	6	-2%	6%	1	-12%	0%	-1	16
> Cc1cc2ncc(-c3ccc(Cl)cc3)c(N)n2n1
 : 0.3%	14	-15%	6	2%	-8%	-4	u	0%	-2	8
